HP1b chromo inh: HTS for Inhibitors of HP1-beta Chromodomain Interactions with Methylated Histone Tails | AID 540317, 2011 | Chromobox protein homolog 1 (Homo sapiens), P83916 | AlphaScreen HP1-beta / biotin-H3K9me3 peptide binding | Potency, µM (series often up to 114 µM), without a hit: top-dose activity change, negative = inhibition, most hits filed as inhibitors | hit rate 0.56% among 390,000; also: potency is read from the fitted curve at half-maximal effect; nearly all actives have a fitted effect of over 70% in size; inactives centre near 23
Target sequence (P83916 whole entry, looked up): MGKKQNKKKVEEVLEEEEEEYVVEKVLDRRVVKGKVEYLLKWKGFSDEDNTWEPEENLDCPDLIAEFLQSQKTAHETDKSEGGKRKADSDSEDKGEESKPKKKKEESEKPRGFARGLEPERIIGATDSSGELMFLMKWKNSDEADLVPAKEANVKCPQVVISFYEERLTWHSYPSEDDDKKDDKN
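Compound inhibition of the preformed complex between 50 nM HP1-beta and 50 nM biotinylated H3K9me3 peptide was read by AlphaScreen. Buffer was PBS pH 7.4 with 0.01% Tween-20. Incubations ran 30 min at room temperature, with 10 ug/mL donor/acceptor beads.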
IDH1 R132H inh: qHTS for Inhibitors of mutant isocitrate dehydrogenase 1 (IDH1): qHTS; hit rate 0.093% among 390,000; Isocitrate dehydrogenase [NADP] cytoplasmic (Homo sapiens), O75874; IDH1-R132H enzyme, NADPH consumption, diaphorase/resazurin fluorescence; Potency, µM (highest dose often 76.6 µM), for the others: at the top dose activity change, negative = inhibition, usual class: inhibitors; also: potency is read from the fitted curve at half-maximal effect; % is scaled to controls: 0 for no effect and ±100 for the full control effect; nearly all actives have a fitted effect of over 65% in size
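IDH1-R132H (0.5 ug/mL) preincubated 30 min with compound, then NADPH (0.016 mM) and alpha-KG (2 mM) added; 80 min at RT, pH 7.5. Remaining NADPH coupled via diaphorase/resazurin to fluorescence (540/590 nm); concentration-response curves normalized to no-enzyme control.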
TrxR1 inh: qHTS Assay for Inhibitors of Mammalian Selenoprotein Thioredoxin Reductase 1 (TrxR1): qHTS; Thioredoxin reductase 1, cytoplasmic (Rattus norvegicus), O89049; Potency, µM (doses to about 114 µM), without a hit: at the top dose activity change, negative = inhibition, hits mostly inhibitors; hit rate 1% among 390,000; AID 588453, 2011; recombinant rTrxR1, NADPH fluorescence consumption, selenite substrate; also: potency is read from the fitted curve at half-maximal effect; % is scaled to controls: 0 for no effect and ±100 for the full control effect; nearly all actives have a fitted effect of over 65% in size
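Rat TrxR1 (90 nM in the dispensed reagent) was pre-reduced with 400 uM NADPH for 5 min at room temperature, then incubated with compound for 15 min. After 400 uM selenite was added, NADPH fluorescence (Ex 340/Em 450 nm) was followed for 8 min.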
PGK inhibitor: qHTS Assay to Find Inhibitors of Phosphoglycerate Kinase; Phosphoglycerate kinase, glycosomal (Trypanosoma brucei brucei), P07378; PGK/GAPDH coupled, Kinase-Glo luminescence, 60 min; Potency, µM (doses to about 57.5 µM), for the others: at the top dose activity change, negative = inhibition, usual class: inhibitors; hit rate 0.043% among 380,000; AID 602233, 2012; also: potency is read from the fitted curve at half-maximal effect; % is scaled to controls: 0 for no effect and ±100 for the full control effect; nearly all actives have a fitted effect of over 60% in size
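Luminescent ATP detection (Kinase-Glo Plus) follows a 60-minute room-temperature incubation, with wells lacking PGK as controls. Buffer: 100 mM TEA (pH 7.6), 5 mM MgCl2, 0.01% Tween-20. Coupling enzyme GAPDH (100 nM final) supplies unstable 1,3-BPG in-well.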
Pin1 inhibitor: qHTS Assay to Find Inhibitors of Pin1; Peptidyl-prolyl cis-trans isomerase NIMA-interacting 1 (Homo sapiens), Q13526; Potency, µM (series often up to 115 µM), inactives show top-dose activity, negative = inhibition, most hits filed as inhibitors; Pin1 FP peptide displacement, HiFluor488, 10 min; hit rate 0.009% among 390,000; active = well fitted inhibition curve with a large enough effect in the polarisation, with a control signal flat, not every such curve was filed as active; inconclusive = small, poorly fitted or top-dose-only effect, or effect the other way, or a change in a side signal; inactive = no such curve, though single readings can be large or run the other way; the % refers to the polarisation; also: potency is read from the fitted curve at half-maximal effect; % is scaled to controls: 0 for no effect and ±100 for the full control effect
TrxR1 substrate: qHTS Assay for Substrates of Mammalian Selenoprotein Thioredoxin Reductase 1 (TrxR1): qHTS | purified TrxR1 substrate turnover, NADPH consumption readout | hit rate 0.01% among 390,000 | Thioredoxin reductase 1, cytoplasmic (Rattus norvegicus), O89049 | Potency, µM (titrated, usually from 114 µM), for inactives: at the top dose activity change, negative = substrate turnover; also: potency is read from the fitted curve at half-maximal effect; % is scaled to controls: 0 for no effect and ±100 for the full control effect; nearly all actives have a fitted effect of over 50% in size
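Rat TrxR1, dispensed at 90 nM, was prereduced with 400 uM NADPH (final) for 5 min at ~22 deg C, then incubated with compound 15 min before 400 uM selenite. A first-read NADPH fluorescence drop versus no-compound background flagged substrates.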
GLS inh: qHTS for Inhibitors of Glutaminase (GLS). hit rate 0.21% among 410,000. Glutaminase kidney isoform, mitochondrial (Homo sapiens), O94925. Potency, µM (doses to about 45.5 µM), for inactives: at the highest dose activity change, negative = inhibition, actives largely listed as inhibitors. GLS enzymatic activity, qHTS titration; also: potency is read from the fitted curve at half-maximal effect; % is scaled to controls: 0 for no effect and ±100 for the full control effect
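hKGA; 45 mM KH2PO4 pH 8.2 + 0.02% Tween-20; cpd via pin tool; 1 mM Gln soln; GluOx/HRP/Amplex Red; RT 30 min; fluor. t0 & final.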
PI4K2A inh: qHTS for small molecular inhibitors of PI4K2A; purified PI4K2A, ADP-Glo luminescence, 1 h; active compounds read low; Phosphatidylinositol 4-kinase type 2-alpha (Homo sapiens), Q9BTU6; hit rate 0.13% among 420,000; activity change, negative = inhibition, % at 76.9 µM; in the data active = activity change below about -50%; inconclusive = mostly about -30% to -49%;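 also: -100% = wells without enzyme as full effect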
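In this quantitative HTS, ADP production by PI4K2A was quantified luminescently after 1 h at ambient temperature; 100 microM adenosine served as plate-quality control.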
USP1-UAF1 inh: Inhibitors of USP1/UAF1: Primary Screen | AID 743255, 2014 | recombinant USP1/UAF1, Ub-Rhodamine cleavage fluorescence | hit rate 0.23% among 390,000 | Potency, µM (highest dose often 57.1 µM), for inactives: top-dose activity change, negative = inhibition, hits mostly inhibitors | Ubiquitin carboxyl-terminal hydrolase 1 (Homo sapiens), O94782; also: potency is read from the fitted curve at half-maximal effect; % is scaled to controls: 0 for no effect and ±100 for the full control effect; nearly all actives have a fitted effect of over 60% in size; inactives centre near -12
Target sequence (O94782 whole entry, looked up): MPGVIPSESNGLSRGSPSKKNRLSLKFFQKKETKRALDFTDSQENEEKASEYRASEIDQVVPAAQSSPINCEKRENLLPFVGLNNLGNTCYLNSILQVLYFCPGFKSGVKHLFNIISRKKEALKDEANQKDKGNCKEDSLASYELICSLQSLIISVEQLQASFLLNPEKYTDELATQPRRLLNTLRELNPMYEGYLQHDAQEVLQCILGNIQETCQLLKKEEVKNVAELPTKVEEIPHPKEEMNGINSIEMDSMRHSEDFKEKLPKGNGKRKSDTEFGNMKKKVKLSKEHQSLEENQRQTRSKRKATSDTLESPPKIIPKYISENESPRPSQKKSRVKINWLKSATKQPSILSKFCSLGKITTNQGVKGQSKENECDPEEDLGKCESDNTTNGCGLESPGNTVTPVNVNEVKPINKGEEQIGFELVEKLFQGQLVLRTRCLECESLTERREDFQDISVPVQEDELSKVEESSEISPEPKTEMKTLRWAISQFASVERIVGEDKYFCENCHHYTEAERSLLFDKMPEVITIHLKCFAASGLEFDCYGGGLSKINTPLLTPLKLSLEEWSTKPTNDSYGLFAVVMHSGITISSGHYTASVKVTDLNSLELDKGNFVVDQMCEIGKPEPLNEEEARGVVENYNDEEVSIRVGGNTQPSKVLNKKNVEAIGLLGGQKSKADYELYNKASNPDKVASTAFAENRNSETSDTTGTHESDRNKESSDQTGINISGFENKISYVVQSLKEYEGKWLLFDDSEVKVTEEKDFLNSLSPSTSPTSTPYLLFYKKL
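High-throughput fluorogenic screen: 1nM USP1/UAF1 complex, Ub-Rho substrate 150nM final, 50mM HEPES pH 7.8 with 0.5mM EDTA, 0.1 mg/ml BSA, 1mM TCEP and 0.01% Tween-20.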
An asterisk follows results filed as active; i = inactive; u = inconclusive; x = not tested or not shown; [ ] = another dose, or the depositor's remark. Unless noted, calls follow the shape of the dose curve; as a rule, active = well fitted curve in the direction sought with a large enough effect; inconclusive = small, poorly fitted or top-dose-only effect, or another doubt; inactive = no such curve, though single readings can be large; an effect the other way counts as inactive or inconclusive. Some of the compounds tested, so the mix of outcomes need not match the whole.

SMILES	HP1b chromo inh	IDH1 R132H inh	TrxR1 inh	PGK inhibitor	Pin1 inhibitor	TrxR1 substrate	GLS inh	PI4K2A inh	USP1-UAF1 inh
COc1ccc(Nc2cc(C)nc3ccc(OC)cc23)cc1	12%	-9%	-21%	3%	0%	-15%	11%	-2	7%
Cc1ccc(OCC(O)CN2C(=O)NC(C)(C)C2=O)cc1 (configuration not stated)	32%	3%	18%[57.1 µM]	2%	0%	15%[57.1 µM]	6%	11	-14%
CC(C)C1O/C(=N/C(=O)Nc2ccc(Cl)c(Cl)c2)NC1=O (configuration not stated)	32%[activator]	-8%	-7%	7%	-1%	-9%	17%	-3	-2%
CCOc1ccccc1Nc1nc(N)nc(CSc2nccc(C)n2)n1	32%	10%	u	-1%	3%	-3%	-5%	1	-16%
OC1(c2ccc(Cl)cc2)CCN(Cc2cn[nH]c2-c2ccc(F)cc2)CC1	17%	-7%	-6%	-4%	4%	-3%	5%	-4	-8%
Cc1ccc2c(c1)NC(=O)C(CC(=O)NCCCN1CCCCC1C)O2 (configuration not stated)	36%	-6%	-13%[57.1 µM]	-6%	2%	10%[57.1 µM]	7%	1	-10%
CCN(CC)C(=O)Cn1cc(S(=O)(=O)CC(=O)Nc2ccc(OC)c(OC)c2)c2ccccc21	29%	0%	3%	i	-22%	2%	-8%	-1	-9%
Cc1ccc(C(=O)NN=Cc2ccc3c(c2)OCO3)cc1	-3%	5%	10%	-10%	1%	1%	1%	1	-12%
Cc1ccc(S(=O)(=O)N2CCCC2CNC(=O)C(=O)NCc2ccccn2)cc1 (configuration not stated)	-6%	12%	3%[57.1 µM]	-1%	3%	3%[57.1 µM]	0%	-1	-4%
O=C(NCCc1c[nH]c2ccccc12)OCCCCOC(=O)NCCc1c[nH]c2ccccc12	-16%	-4%	25%[57.1 µM]	-5%	u	6%[57.1 µM]	20%	-1	u
COC(=O)c1ccc(C(=O)OC)c(NC(=O)COC(=O)C23CC4CC(CC(O)(C4)C2)C3)c1	23%	7%	-6%	i	-8%	-4%	10%	6	-8%
Cc1ccccc1-n1ccnc1SCC(=O)Nc1cccc(S(=O)(=O)NC2=NCCC2)c1	2%	1%	14%	0%	-2%	5%	63%[activator]	3	-8%
COc1cc(C2CC(=O)N(c3ccc(C)cc3)C(=O)C2)cc(OC)c1OC	28%	0%	7%[57.1 µM]	1%	3%	0%[57.1 µM]	7%	0	-15%
O=C(NCc1ccccn1)c1ccc(N2CCCC2=O)cc1	32%	4%	17%[57.1 µM]	-2%	8%	6%[57.1 µM]	5%	-5	-6%
O=C(NNc1ncnc2sccc12)c1ccc(Cl)cc1	37%	1%	8%[57.1 µM]	0%	2%	-4%[57.1 µM]	u	-1	-2%
COc1ccc(C(=O)N(Cc2ccccc2)c2cccc(C)c2)c(OC)c1OC	35%	4%	-10%	i	8%	-9%	0%	1	-23%
S=C(Nc1ccc(Cl)c(Cl)c1)N1CCOCC1	28%	-1%	2%[57.1 µM]	0%	3%	9%[57.1 µM]	21%	-6	-21%
CCOc1ccccc1N=CC1=C(O)CC(c2ccccc2)CC1=O (configuration not stated)	40%	4%	55%	-2%	u	171%	4%	-3	-18%
Cc1ccc(N2CC(NC(=O)CCc3ccccc3)CC2=O)cc1 (configuration not stated)	22%	29%	12%[57.1 µM]	2%	-11%	-3%[57.1 µM]	8%	2	-18%
O=S(=O)(Cc1ccccc1)/C1=C(\N2CCOCC2)CCCCCC1	23%	-5%	u	-4%	-1%	7%	-1%	3	1%

Part of the list above in order of length of the SMILES, smallest number first.
SMILES	HP1b chromo inh	IDH1 R132H inh	TrxR1 inh	PGK inhibitor	Pin1 inhibitor	TrxR1 substrate	GLS inh	PI4K2A inh	USP1-UAF1 inh
S=C(Nc1ccc(Cl)c(Cl)c1)N1CCOCC1	28%	-1%	2%[57.1 µM]	0%	3%	9%[57.1 µM]	21%	-6	-21%
COc1ccc(Nc2cc(C)nc3ccc(OC)cc23)cc1	12%	-9%	-21%	3%	0%	-15%	11%	-2	7%
Cc1ccc(C(=O)NN=Cc2ccc3c(c2)OCO3)cc1	-3%	5%	10%	-10%	1%	1%	1%	1	-12%
CCOc1ccccc1Nc1nc(N)nc(CSc2nccc(C)n2)n1	32%	10%	u	-1%	3%	-3%	-5%	1	-16%
CC(C)C1O/C(=N/C(=O)Nc2ccc(Cl)c(Cl)c2)NC1=O (configuration not stated)	32%[activator]	-8%	-7%	7%	-1%	-9%	17%	-3	-2%
COc1cc(C2CC(=O)N(c3ccc(C)cc3)C(=O)C2)cc(OC)c1OC	28%	0%	7%[57.1 µM]	1%	3%	0%[57.1 µM]	7%	0	-15%
Cc1ccc(S(=O)(=O)N2CCCC2CNC(=O)C(=O)NCc2ccccn2)cc1 (configuration not stated)	-6%	12%	3%[57.1 µM]	-1%	3%	3%[57.1 µM]	0%	-1	-4%
CCN(CC)C(=O)Cn1cc(S(=O)(=O)CC(=O)Nc2ccc(OC)c(OC)c2)c2ccccc21	29%	0%	3%	i	-22%	2%	-8%	-1	-9%

More structures
SMILES	HP1b chromo inh	IDH1 R132H inh	TrxR1 inh	PGK inhibitor	Pin1 inhibitor	TrxR1 substrate	GLS inh	PI4K2A inh	USP1-UAF1 inh
CNC(=O)CC(CC(=O)c1ccccc1)c1ccccc1 (configuration not stated)	40%[activator]	7%	21%	-3%	-2%	6%	1%	0	-22%
COc1ccc(/C=C(/C#N)C(=O)NC2CCCCC2)cc1Br	25%	-8%	-1%[57.1 µM]	-6%	0%	2%[57.1 µM]	-6%	10	-20%
CCOC(=O)c1ccc(NC(=O)c2nc(SC(C)C)ncc2Cl)cc1	45%[activator]	-3%	9%	-4%	24%	-1%	-10%	0	-17%
COc1ccc(N(C(=O)Cc2cccs2)C(C(=O)NC2CCCCC2)c2cccn2C)cc1OC (configuration not stated)	11%	-5%	-1%	-2%	2%	-10%[57.1 µM]	1%	-3	3%
CSCCC(NC(=O)c1ccccc1Cl)C(=O)NC1CCN(Cc2ccccc2)CC1 (configuration not stated)	0%	1%	2%	-1%	-1%	-2%	5%	-5	-3%
COc1ccc(S(=O)(=O)NCC2CCC(C(=O)N3CCC4(CC3)OCCO4)CC2)cc1 (configuration not stated)	19%	6%	8%[57.1 µM]	0%	-1%	12%	0%	-1	-16%
COc1ccc(OC)c(NC(=O)CN(C)CCOc2ccc(Br)cc2)c1	16%	27%	14%	0%	u	-3%	-1%	0	-11%
COc1ccc(C2=NCCn3nc4ccccc4c32)cc1	15%	9%	5%	-3%	22%	1%	2%	-4	-5%
COc1ccc(-c2n[nH]c(C(F)(F)F)c2-c2cc3ccccc3o2)c(O)c1	3%	-1%	14%	x	10%	22%	9%	2	-14%
O=C(c1nc2ccccn2c1CN1CCC(Cc2ccccc2)CC1)N1CCCC1	30%	-9%	2%[57.1 µM]	-5%	1%	5%[57.1 µM]	-4%	-2	-12%
CCc1cc(Br)ccc1N1C(=O)C2CC=CCC2C1=O (configuration not stated)	28%	4%	0%	4%	-3%	2%	10%	-7	-4%
CC(=O)c1ccc(OCCCC(=O)OCC(=O)N2CCN(S(=O)(=O)c3ccc(C)cc3C)CC2)cc1	31%	-7%	15%	-2%	11%	-4%	3%	10	-23%
NC(=O)c1nsc(C(=O)N(Cc2ccco2)C(C(=O)NCC2CCCO2)c2ccc(F)cc2)c1N (configuration not stated)	-2%	-9%	0%	-8%	-3%	8%	2%	-2	-10%
O=C(O)C(Cc1ccc(OS(=O)(=O)Cc2ccccc2)cc1)NS(=O)(=O)Cc1ccccc1 (configuration not stated)	13%	-6%	-26%	-2%	-17%	2%	-5%	12	-11%
C#CCC(NC(=O)c1ccc(C(F)(F)F)cc1)C(=O)NCCC (configuration not stated)	37%	-3%	31%[57.1 µM]	-3%	-5%	-11%	-2%	1	16%
CC1CCc2onc(C(=O)N3CCN(c4ccc(Cl)cc4)CC3)c2C1 (configuration not stated)	40%[activator]	10%	13%	i	0%	-5%	-12%	3	-9%
O=C1CSC(c2cccc(F)c2)N1c1ccccc1 (configuration not stated)	45%[activator]	2%	18%	-5%	-1%	2%	0%	0	-15%
